# From PubChem
# TRPML3 agonist: activates the human TRPML3 channel; 220,000 tested, 0.29% active; Q8TDD5; activation, % at 3 µM; HEK293 TRPML3-YFP, Fluo-8 calcium fluorescence; 100% = the carbachol control signal; AID 1448;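 active means activation above its plate's cutoff, the mean activation of the plate's test wells plus 3 SD, cut at about 12% in these data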;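 further: 0% = DMSO only wells and 100% = carbachol wells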
# Target sequence (Q8TDD5 whole entry, looked up): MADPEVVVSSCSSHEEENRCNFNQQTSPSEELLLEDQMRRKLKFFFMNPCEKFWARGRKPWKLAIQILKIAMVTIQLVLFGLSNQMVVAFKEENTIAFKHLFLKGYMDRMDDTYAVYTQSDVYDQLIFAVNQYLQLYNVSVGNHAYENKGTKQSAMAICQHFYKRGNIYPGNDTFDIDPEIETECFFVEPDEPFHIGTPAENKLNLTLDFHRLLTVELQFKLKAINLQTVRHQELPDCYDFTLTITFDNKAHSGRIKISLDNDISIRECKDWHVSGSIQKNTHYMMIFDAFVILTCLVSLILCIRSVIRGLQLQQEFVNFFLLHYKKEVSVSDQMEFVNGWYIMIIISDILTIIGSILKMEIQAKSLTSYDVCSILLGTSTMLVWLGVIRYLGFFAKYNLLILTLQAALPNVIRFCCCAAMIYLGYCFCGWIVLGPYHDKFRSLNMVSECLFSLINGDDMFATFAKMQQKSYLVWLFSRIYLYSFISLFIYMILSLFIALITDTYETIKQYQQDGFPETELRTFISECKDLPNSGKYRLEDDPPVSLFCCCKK
#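 Test system: HEK293 cells stably carrying human TRPML3-YFP; Doses: single dose, 3 µM final nominal compound, 0.3% DMSO final; Schedule: dye loading 1 h 37 °C then 30 min ambient, 125 s read; Technique: Fluo-8 calcium fluorescence; Benchmarks: high control carbachol 87 µM, low control DMSO.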
# TNF necrop inh: inhibitors of TNF-alpha induced necroptosis in Jurkat FADD-/- cells; 220,000 tested, 0.068% active; Jurkat FADD-/- TNF necroptosis rescue, ATP luminescence, 24 h; 0 = TNF only, 100 = no-TNF cells; activation (protection from cell death), % at 10 µM; AID 463075;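 active means activation, meaning protection from cell death, of at least 50% relative to plate controls; inactive means activation below 50%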;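 further: necroptosis triggered by 40 ng/mL TNF-alpha added together with compound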
# Wee1 degr inh: inhibitors of human Wee1 degradation | reporter increase, % at 5 µM | HeLa Luc-Wee1K328M stability, luciferase luminescence; 100% = proteasome inhibitor MG132 effect | P30291 | 220,000 tested, 1.2% active;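 active means activation above the mean of all tested compounds plus 3 SD, set per screening run, cut at about 8.8% in these data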;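 further: cells exposed to compound for 20 h before luminescence read; 0% = DMSO alone and 100% = MG132 at 30 µM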
# PPC-1+TRAIL kill: compounds killing PPC-1 cancer cells with TRAIL present (potentiator screen, no TRAIL-free arm) | 220,000 tested, 0.41% active | PPC-1 cells + TRAIL, ATPLite viability luminescence | cell killing (% activity), % at 4 µM | AID 1443;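 active means cell killing above 50% in the first pass at 4 µM, then a duplicate retest at 5 µM averaging 50% or more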;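 further: plate controls were cells with TRAIL plus DMSO for no effect and medium-only wells lacking cells for full effect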
# Ba/F3 V617F tox: lowers viability of Ba/F3 cells expressing EpoR and JAK2V617F | inhibition, % at 5.6 µM | 220,000 tested, 1.1% active | ATP luminescence;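 active means inhibition above the campaign mean plus 3 SD over all tested compounds, cut at about 24% in these data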;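 further: cytokine-independent growth of Ba/F3 cells driven by EpoR plus mutant JAK2; 0% = DMSO-treated cells and 100% = JAK inhibitor I control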
# CHOP inh: CHOP inhibition in unfolded protein response; 220,000 tested, 3.8% active; CHO-K1 CHOP-promoter luciferase, tunicamycin-induced, 15-18 h; inhibition, % at 10 µM;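 active means compounds that reduced the stress-induced luciferase reporter signal by more than about 70% of percent inhibition, limit read from the data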;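 further: 0% = tunicamycin plus vehicle and 100% = wells without tunicamycin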
# RBBP9 inh: human RBBP9 hydrolase inhibition; O75884; recombinant RBBP9, FP-Rh probe fluorescence polarization; inhibition, % at 7.94 µM; 220,000 tested, 0.2% active; AID 1515;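 active means inhibition above the campaign mean of all tested compounds plus 3 SD, cut at about 14% in these data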;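 further: plate controls were DMSO wells with RBBP9 for no effect and wells lacking RBBP9 protein for full effect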
# Target sequence (O75884 whole entry, looked up): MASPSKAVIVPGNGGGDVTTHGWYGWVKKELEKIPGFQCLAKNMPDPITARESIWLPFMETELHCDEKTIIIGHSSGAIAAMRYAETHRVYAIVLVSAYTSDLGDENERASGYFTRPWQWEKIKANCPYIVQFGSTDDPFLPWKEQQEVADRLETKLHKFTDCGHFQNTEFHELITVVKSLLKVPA
#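 Measured by: FP readout at 525/598 nm; material: recombinant human RBBP9; also added: Serine-hydrolase probe FP-Rh, 375 nM pre-mixing; medium: Tris buffer pH 8.0, NaCl, Pluronic; replication: one well per compound; doses: one concentration, 7.94 µM nominal, 0.794% DMSO; timing: preincubation 30 min plus labeling 45 min at 25 °C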
# BaF3 tox: parental Ba/F3 viability inhibition as JAK2V617F counter-screen; CellTiter-Glo ATP luminescence; inhibition, % at 5.6 µM; 220,000 tested, 1.1% active;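 active means inhibition above a per-campaign cutoff, the mean inhibition of all tested compounds plus 3 SD, cut at about 27% in these data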;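 further: 0% = DMSO wells and 100% = JAK Inhibitor I control wells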
# zfTRPN1 agonist: zebrafish TRPN1 (NompC) channel agonism; AID 1424; 220,000 tested, 0.18% active; HEK293 zebrafish TRPN1-YFP, Fluo-8 calcium fluorescence; 100% = response to 87 µM carbachol; activation, % at 3 µM;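 active means activation above its plate's cutoff, the mean activation of test wells on that plate plus 3 SD, cut at about 19% in these data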;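 further: 0% = DMSO alone and 100% = 87 µM carbachol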
#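 Control set: carbachol 87 µM as high control, DMSO as low control; system: HEK293 stable line with zebrafish TRPN1-YFP; read-out: % activation versus carbachol response; detection: intracellular calcium fluorescence with Fluo-8; doses: single test compound dose, 3 µM nominal, 0.3% DMSO; schedule: dye 1 h 37 °C plus 30 min RT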
# * hit, by the source's call; / = no result given; [ ] = remark or other dose.
SMILES | TRPML3 agonist | TNF necrop inh | Wee1 degr inh | PPC-1+TRAIL kill | Ba/F3 V617F tox | CHOP inh | RBBP9 inh | BaF3 tox | zfTRPN1 agonist
O=C(C1CCN(S(=O)(=O)c2cccnc2)CC1)N1CCN(c2cccc(Cl)c2)CC1 | 1.1 | -3.5 | 3 | -4 | 5 | 44 | -5 | 8 | 2.9
O=C(N/N=C/c1ccc(OC2CSC2)cc1)c1ccc(CN2CCOCC2)cc1 | 2.8 | -0.7 | 1 | 11 | 1 | 14 | -9 | 6 | 8.6
O=C(Nc1ccc(S(=O)(=O)NCc2ccccc2)cc1)Nc1ccc2c(c1)OCO2 | 1.7 | -0.7 | 2 | -4 | 3 | 84* | -6 | 7 | 6.3
CCN1CCN(Cc2nc3c(c(=O)n(C)c(=O)n3C)n2CCc2ccccc2)CC1 | 0.5 | 0.8 | 1 | -1 | 0 | -2 | -9 | 7 | -0.2
c1cc(-c2ccncc2)ccn1 | 0.8 | -0.5 | 1 | 20 | 1 | 8 | -4 | 4 | 1.0
COc1ccc(C2=NN(C(C#N)c3ccc(OC)cc3)C(c3ccccc3)C2)cc1 (stereo not given) | 0.1 | 1.0 | -2 | 35 | -1 | -12 | -1 | -2 | -0.5
Cc1csc(SC(C)C(=O)Nc2ccc3c(c2)OCCO3)n1 (stereo not given) | 0.0 | -0.2 | -2 | -3 | 0 | 4 | -4 | 10 | -1.4
CS(=O)(=O)NN1C(=O)c2ccccc2NC1c1cccc2cccnc12 (stereo not given) | -0.2 | 1.0 | 0 | -7 | 3 | 19 | -4 | 9 | 0.8
COc1ccccc1CN1C[C@@H]2C[C@@H](c3ccccc3C)N3CCC[C@@]23C1=O | -0.9 | -1.1 | 2 | 0 | 1 | 6 | 5 | 6 | -2.5
Cc1nnc(N/N=C/c2cc([N+](=O)[O-])c(N3CCC(C)CC3)cc2N2CCC(C)CC2)n1N | 0.5 | -5.7 | 1 | 31 | 2 | 44 | 4 | 5 | -0.1
N#Cc1nc(N)nc(N(c2ccccc2)c2ccccc2)n1 | 2.0 | -3.1 | 0 | 4 | 2 | 14 | -5 | 1 | 2.6
NS(=O)(=O)c1ccc(CCNC(=O)c2cncc(Br)c2)cc1 | 1.1 | 0.1 | -1 | 15 | 2 | 2 | -5 | -2 | 2.0
NC(=O)NC(=O)COC(=O)CCCSc1nc2ccccc2s1 | 0.7 | 0.4 | -1 | -6 | -3 | 36 | -2 | -9 | 0.2
COC(=O)[C@H](C)NC(=O)NCc1ccccc1F | 0.4 | 0.0 | -1 | 15 | -2 | 55 | -8 | 3 | 2.0
CN=C(NC#N)SCC(=O)c1ccc(Cl)cc1Cl | 0.6 | 1.9 | 1 | -18 | -1 | 49 | -7 | 0 | 0.3
CNC(=O)Nc1ccc2nc(C)sc2c1 | 0.8 | -0.7 | -1 | 20 | -4 | 50 | -6 | 4 | 1.9
Cc1ccc(NC(=O)C(=O)NNC(=O)c2ccccc2C)cc1Cl | 0.5 | -2.6 | -2 | -7 | -4 | 71* | -2 | 3 | 0.7
Cc1cc(-n2c(C)cc(C(=O)CN3C(=O)NC4(CCCC4)C3=O)c2C)no1 | -0.5 | 1.4 | 5 | -19 | -2 | -28 | 3 | 6 | -0.7
COc1ccc(CNC(=O)C2CCN(S(C)(=O)=O)CC2)cc1 | 0.3 | 0.7 | -3 | / | -3 | -21 | 6 | 1 | -0.1
COc1ccc(CNC(=O)CN(Cc2ccc(OC)cc2)C(=O)c2csnn2)cc1 | 0.0 | 0.4 | -3 | 6 | 1 | -11 | -5 | 5 | 0.2
Cc1cc(Cl)ccc1OCCCC(=O)N1CCN(C)CC1 | 0.8 | -0.2 | 3 | 12 | -1 | -12 | -5 | -1 | 1.8
CN(C)S(=O)(=O)c1cc(NC(=O)[C@H](Cc2ccccc2)N2C(=O)c3ccccc3C2=O)ccc1Cl | 0.3 | 1.3 | 0 | 18 | -4 | 1 | -6 | 3 | 0.4
Cc1cc(NC(=O)CN2CCC(n3nnc4cc(C(F)(F)F)ccc43)CC2)no1 | -0.1 | -0.8 | 2 | -3 | -2 | 52 | -7 | 0 | -0.9
O=C(Nc1ccccn1)C(=O)N1CCCCC1 | 0.3 | -0.5 | -1 | 20 | 2 | 2 | 3 | 4 | 0.6
CCN(CC(=O)NCc1cccs1)c1ccc(S(=O)(=O)N2CCN(C)CC2)cn1 | 0.0 | 1.8 | 0 | -2 | -2 | 5 | -5 | 2 | 1.1
Cc1ccc(NC(=S)N(CCC(C)C)C(C)c2ccncc2)c(Cl)c1 (stereo not given) | 0.4 | -1.0 | 2 | 5 | 1 | 22 | 4 | -3 | 0.1
CC(=O)Nc1ccc(S(=O)(=O)N2CCN(C)CC2)cc1 | 1.1 | 0.9 | -1 | 11 | -2 | 15 | 2 | 7 | 0.6
Cc1ccc(C)c(-n2cc(CNCCCn3cccn3)c(-c3ccccc3)n2)c1 | 0.6 | 5.4 | 2 | 3 | 3 | 15 | -2 | 0 | 0.1
Cn1c(=O)c(C(=O)COC(=O)c2cc(-c3ccco3)nc3ccccc23)c(N)n(Cc2ccccc2)c1=O | 0.7 | -4.1 | 1 | -11 | 23 | -32 | -14 | 5 | 4.1
COc1cc(NC(=O)c2ccc(COCC(F)(F)F)cc2)cc(OC)c1OC | 0.0 | -1.6 | -1 | 0 | -1 | 1 | 3 | -2 | 1.5

# Further compounds.
# Values run as follows: TRPML3 agonist | TNF necrop inh | Wee1 degr inh | PPC-1+TRAIL kill | Ba/F3 V617F tox | CHOP inh | RBBP9 inh | BaF3 tox | zfTRPN1 agonist
O=C(Nc1ccccc1C(=O)N1CCCC1)c1ccc(Cl)c([N+](=O)[O-])c1
→ -0.5 | -0.8 | -3 | 7 | 1 | 10 | -7 | 1 | 1.9
CC1CC1c1ccc(/C=C(\C#N)C(=O)Nc2cccc(Cl)c2Cl)o1 (stereo not given)
→ 0.0 | 1.6 | 3 | 15 | 3 | 4 | -2 | 8 | 0.8
CCCCOc1c(C(=O)Nc2ccccc2)nnn1-c1ccccc1
→ 0.1 | 1.3 | -3 | -1 | 0 | 13 | -3 | 6 | -1.2
CC1CCN(c2nc3ccccc3n2CC(=O)c2ccccc2)CC1
→ 0.3 | -1.1 | -2 | 0 | 5 | 8 | -1 | 10 | 0.0
COc1ccc2ccccc2c1/C=N/N1C(=O)CSC1=S
→ -0.1 | -1.0 | -2 | 10 | -2 | 31 | -10 | 3 | 0.5
CCCN1CNC(=S)N(c2ccc(C)cc2C)C1
→ 0.2 | -0.6 | -1 | 13 | -2 | 2 | -6 | -1 | 1.0
COc1ccc(-c2cc3ccccc3oc2=O)cc1NC(=O)c1ccc([N+](=O)[O-])o1
→ -0.1 | -22 | 4 | 2 | 1 | 15 | -3 | 8 | -0.5
O=C(COC(=O)c1ccc2c(c1)OCO2)Nc1nc(-c2ccccc2)cs1
→ 0.5 | 0.8 | -1 | 20 | -4 | -2 | -5 | 2 | 0.2
CCC(=O)Nc1ccc2oc(-c3cccc(C)c3)nc2c1
→ 0.8 | -1.5 | 1 | 45 | 2 | 5 | -6 | 9 | 2.2
OCC1(CCOc2ccccc2)CCN(Cc2ccc3c(c2)OCCO3)CC1
→ 0.9 | 5.0 | 2 | 22 | -3 | -17 | -8 | 0 | -0.7
Cc1nc(NC(C)C)c2cnn(CCc3ccccc3)c2n1
→ 1.5 | 1.5 | 2 | -17 | -2 | 29 | -2 | 5 | -0.2
CC(C)(C)NC(=O)c1ccc2c(c1)N(CC(=O)N1CCN(c3ccc(F)cc3)CC1)C(=O)C(C)(C)O2
→ 0.6 | -1.0 | -1 | 7 | -1 | 15 | -2 | 0 | -0.5
CC(=O)C1=C(C)NC(SCC(N)=O)=C(C#N)C1CC(C)C (stereo not given)
→ 0.6 | -1.3 | -3 | / | -2 | 23 | 3 | 0 | 0.8
Cc1nn(CCCC(=O)Nc2c(F)cc(F)cc2Br)c(C)c1[N+](=O)[O-]
→ 0.4 | 1.5 | 5 | -2 | 5 | -14 | -9 | 3 | -0.5
CCOC(=O)C1(C)/C(=N/Nc2ccccc2)C(=O)C(=O)N1c1ccccc1 (stereo not given)
→ 0.1 | -1.9 | -3 | -9[5 µM] | 3 | 7 | -11 | 2 | -1.8
Cc1cnc(NS(=O)(=O)c2ccc(Cl)cc2)c(Br)c1
→ -0.4 | 2.2 | -2 | 34 | -2 | -2 | 2 | 1 | -2.3
CCS(=O)(=O)NCCc1cc2c(OC)ccc(OC)c2[nH]c1=O
→ 0.5 | 0.5 | -2 | 14 | -3 | 5 | -2 | -1 | -1.7
Nc1ncnc2c1ncn2CCNCCc1ccccc1
→ 0.5 | -0.6 | 2 | 9 | 0 | 60 | 0 | 2 | 0.4
